Source: PubChem (MTDP)
RNase H inhibition – RNase H inhibition, HIV 1 Gag Pol polyprotein, FRET biochemical assay, screening (AID 372); one-dose inhibition, % at 10 µM; IC50 in µM for titrated hits; 100,000 compounds, 0.77% hits; HIV-1 RT RNase H, FRET RNA/DNA substrate fluorescence; higher % means a stronger effect; in the data active means inhibition above about 50%
Active calls of the source: *. These rows are one share of the data; the hit share may differ from the screen's.

Structure | RNase H inhibition
CCOC(=O)C1=C(C)N=c2s/c(=C\c3cc(C)n(-c4ccc(Cl)cc4)c3C)c(=O)n2C1c1ccc(OC)cc1 (stereo not given) | 14%
CC(=O)Oc1ccc(-c2nc3cc(Cl)ccc3c(=O)o2)cc1 | 7%
O=C(O/N=C(/c1ccc([N+](=O)[O-])cc1)N1CCOCC1)c1ccccc1 | 11%
CC(=O)c1ccc(N2C(=O)c3ccc(-c4nc5ccccc5c(=O)o4)cc3C2=O)cc1 | 38%
COc1ccccc1C/C(N)=N/OC(=O)COc1ccc(C)cc1C | 10%
CCN(CC)S(=O)(=O)c1ccc(NC(=O)c2cccc(C)c2)cc1 | 5%
N#CC(C#N)=Cc1ccc(-c2cccc(C(=O)O)c2)o1 | 2%
O=C(Oc1ccc(N(C(=O)c2ccccc2)S(=O)(=O)c2ccc(Cl)cc2)cc1Br)c1ccccc1 | 12%
CCOc1ccc(C(=O)c2cc([N+](=O)[O-])ccc2Cl)cc1 | 46%
CCOC(=O)c1ccccc1NS(=O)(=O)c1ccc(OC)cc1 | 22%
O=[N+]([O-])c1cccc(S(=O)(=O)NCC2CCCO2)c1 (stereo not given) | 0%
CCOC(=O)C(C#N)C(=O)c1ccc(N2C(=O)c3ccccc3C2=O)cc1 (stereo not given) | 0%
O=C(Nc1ccc(Cl)cc1)c1cccc(S(=O)(=O)NCc2ccccc2)c1 | 7%
O=C1NN(c2ccccc2)C(=O)/C1=C/c1cccc(F)c1 | 7%
CC(=O)NC1(Nc2ccc(C)cc2)C(=O)c2ccccc2C1=O | 6%
NC1=NC2(CCCCC2)N=C(Nc2cccc(F)c2)N1 | 6%
CCCCCCCCCc1noc(-c2ccc(-c3ccc(OC)cc3)cc2)n1 | 7%
Cc1onc(-c2ccccc2Cl)c1C(=O)NCC#N | 0%
CCCCCCOC(=O)NCC(O)c1ccccc1 (stereo not given) | 0%
COCCOC(=O)C1=C(C)NC2=C(C(=O)CC(C)(C)C2)C1c1cccc(Cl)c1Cl (stereo not given) | 9%
Clc1ccc(N=Cc2ccccc2OCc2ccccc2)cc1Cl | 17%
Oc1c(Br)cc(Cl)cc1C=Nc1cccc2nsnc12 | 9%
CC1CCc2c(sc(NC(=O)C3CC4CCC3C4)c2C(=O)OC(C)C)C1 (stereo not given) | 10%
C=CCN1C(=O)/C(=C\c2cccc3ccccc23)C(=O)NC1=S | 31%
CCOc1ccc(C2C(C(=O)OC)=C(C)NC3=C2C(=O)CCC3)cc1 (stereo not given) | 15%
CC(=O)Oc1cc(N2CCOCC2)c(OC(C)=O)c2c1C(=O)c1ccccc1C2=O | 9%
CCSCCOC(=O)C1=C(C)NC(=O)NC1c1ccc(OC)c(OC)c1 (stereo not given) | 20%
Cc1cccc(NC(=O)C(=O)NCc2ccccc2Cl)c1 | 8%
O=C(COc1ccccc1)N1CCN(C(=O)c2cccc(F)c2)CC1 | 0%
c1ccc2c(CSc3ncnc4nc[nH]c34)cccc2c1 | 17%

Look-ups from above.
O=C1NN(c2ccccc2)C(=O)/C1=C/c1cccc(F)c1 in RNase H inhibition is entered as 7%
O=C(Nc1ccc(Cl)cc1)c1cccc(S(=O)(=O)NCc2ccccc2)c1 in RNase H inhibition is entered as 7%

Going on with the list:
Structure | RNase H inhibition
O=C1NC(=O)C(=Cc2cc(Cl)c(OCc3ccc(C(=O)O)cc3)c(Cl)c2)C(=O)N1 | 27%
CC(C)(C)C1(C)OC(=O)C(=Cc2cc3c(cc2[N+](=O)[O-])OCO3)C(=O)O1 (stereo not given) | 14%
Cc1ccc(-c2ccc(OCC(=O)NCCc3ccccc3)cc2)cc1 | 17%
N#Cc1ccccc1NC(=O)Nc1cccc(Cl)c1 | 5%
CC1(C)CC(=O)C(C=NCCN2CCN(C(=O)CC3CCCC3)CC2)=C(O)C1 | 9%
O=C(Cc1cccs1)NNC(=O)c1cccc(Cl)c1 | 6%
COc1ccc(-n2nc3ccc(NC(=O)c4ccc(-c5cccc([N+](=O)[O-])c5)o4)cc3n2)cc1 | 33%
CC(C)=CCC/C(C)=C/C1OCC(C)O1 (stereo not given) | 2%
Cc1cc2nn(-c3ccc(Cl)cc3)nc2cc1NC(=O)c1cccc([N+](=O)[O-])c1C | 36%
CCOC(=O)c1ccc2c(c1)C1C=CCC1C(c1ccc(F)cc1)N2 (stereo not given) | 27%
COc1ccc(C(NC(=O)Cc2ccccc2)c2c(OC(C)=O)ccc3ccccc23)cc1OC (stereo not given) | 6%
O=C(Nc1cccc(O)c1)c1ccc(C(=O)c2ccccc2)o1 | 7%
Cc1ccc(/C=N/N2CCN(Cc3cccc4ccccc34)CC2)cc1 | 14%
O=C(Nc1nnc(COc2ccc(C3CCCCC3)cc2)s1)c1cccc(Cl)c1 | 14%
CSc1ccc(CN2CCN(S(C)(=O)=O)CC2)cc1 | 21%
COc1ccc(/C=C/C(=O)OCc2ccc([N+](=O)[O-])cc2)cc1S(=O)(=O)N1CCCCC1 | 23%
O=C(CCc1ccccc1)Nc1cccc(NC(=O)c2cccc([N+](=O)[O-])c2)c1 | 14%
CCOC(=O)Cc1csc(NC(=O)CSc2nnc(SCC(=O)Nc3ncc(CC(=O)OCC)s3)s2)n1 | 6%
CCCOc1ccc(C(=O)NC(=S)Nc2ccc3nn(-c4ccc(F)cc4)nc3c2)cc1 | 22%
COc1cccc(CNc2ccc3c(c2)ncn3-c2ccccc2)c1OC | 14%
Cc1c(C(=O)N2CCN(c3ccccn3)CC2)cccc1[N+](=O)[O-] | 0%
COc1ccc(/C=C/C(=O)NC(=O)c2ccccc2O)cc1OC | 7%
Cc1ccc(N2NC(=O)/C(=C/c3ccc(-c4cc([N+](=O)[O-])ccc4O)o3)C2=O)cc1 | 3%
CCOC(=O)c1c(C)oc2ccc(OC(=O)c3ccc(OC)c(OC)c3)cc12 | 9%
Cc1ccc(C(=O)NNC(=O)c2cccc(C)c2O)cc1 | 0%
COc1ccc(C=Nn2cnnc2)cc1OC | 0%
CC(=O)Nc1ccc(S(=O)(=O)N(CC(=O)O)Cc2ccccc2)cc1 | 0%
CN1C(=O)C(=Cc2ccc(OCc3ccccc3)c(Br)c2)C(=O)N(C)C1=S | 13%
COC(=O)COc1ccc(C(=O)CSc2nc3cc(OC)ccc3n2C)cc1 | 17%
Cc1ccc(NC(=O)C(=O)NCCN2CCN(C(=O)c3ccco3)CC2)cc1 | 0%
CCCOc1ccc(C(=O)NCCC(=O)NCCCC(=O)OCC)cc1 | 6%
CC(C)(C)SCC(O)Cn1c2ccccc2c2ccccc21 (stereo not given) | 2%
CC(C)(C)NC(=O)CN(c1ccc(Cl)cc1)S(C)(=O)=O | 0%
CC1(C)CC(=O)C(C=NCC2CCN(C(=O)c3ccccc3)CC2)=C(O)C1 | 2%
Cc1ccc(C(=O)Nc2ccc3oc(-c4ccccc4C)nc3c2)cc1C | 4%
O=C(CSc1nc(O)cc(=O)[nH]1)C1CC1 | 11%
COC(=O)C1=C(C)N=c2s/c(=C/c3ccco3)c(=O)n2C1c1ccccc1Cl (stereo not given) | 12%
COc1ccc(-n2c(O)cnc2Nc2nc(C)cc(C)n2)cc1OC | 4%
Cc1cc(C)nc(N=Nc2c(O)n(C)c3ccccc23)n1 | 0%
O=S(=O)(c1ccc2c(c1)Cc1cc(S(=O)(=O)n3cnc4ccccc43)ccc1-2)n1cnc2ccccc21 | 1%
CN1C(=O)C(O)(CC(=O)c2ccc(Br)cc2)c2ccccc21 (stereo not given) | 1%
N#Cc1c(/N=C/c2ccc([N+](=O)[O-])cc2)sc2c1CCCC2 | 7%
COc1cc(CN2CCN(Cc3ccc(F)cc3)CC2)cc(OC)c1OC | 5%
O=C1S/C(=C\c2cccc(Cl)c2)C(=O)N1Cc1ccccc1 | 11%
COc1ccc(NC2CC(=O)N(c3ccccc3)C2=O)cc1 (stereo not given) | 1%
CCc1sc(/C=C(/C#N)C(=O)OC)cc1[N+](=O)[O-] | 9%
Brc1ccccc1CN1CCN(Cc2ccccn2)CC1 | 1%
O=C(NCCNC(=O)c1cc2ccccc2cc1O)c1cc2ccccc2cc1O | 22%
CNC(=S)N(Cc1ccc2c(c1)OCO2)C1CC(=O)N(c2ccc(F)cc2)C1=O (stereo not given) | 0%
COc1ccccc1N1C(=O)NC(=O)/C(=C\c2cc3ccccc3n2C)C1=O | 6%
COc1ccc(-c2ccc(/C=C3/C(=O)NN(c4ccc(C)c(Cl)c4)C3=O)o2)c([N+](=O)[O-])c1 | 24%
O=C1N/C(=N\N=C\c2ccccc2O)SC1Cc1ccc(Br)cc1 (stereo not given) | 16%
CC1CCc2cc(F)ccc2N1C(=O)Nc1ccc([N+](=O)[O-])cc1 (stereo not given) | 18%
O=[N+]([O-])c1ccc(-c2nc(-c3ccc(Cl)cc3)no2)cc1 | 14%
CCCOc1ccc(C2C3=C(CC(C)(C)CC3=O)OC3=C2C(=O)CC(C)(C)C3)cc1OCC | 0%
COc1ccc(C2=N/C(=C/c3ccc(F)cc3)C(=O)N2c2ccc(O)cc2)cc1 | 22%
COc1cc(NC(=O)c2nn3c(c2Cl)NC(c2ccc(OC)c(OC)c2)CC3C(F)(F)F)cc([N+](=O)[O-])c1 (stereo not given) | 15%
O=C(Nc1ccc(Br)cc1)c1ccc(-c2ccc(Cl)c(Cl)c2)o1 | 11%
COc1cc(OC)c(OC)cc1CN1CCN(c2ccccn2)CC1 | 1%
Cc1ccccc1N(CC(=O)Nc1cccc(Cl)c1C)S(=O)(=O)c1ccccc1 | 10%

Entries above containing a thiophene ring, fused or not (four):
Structure | RNase H inhibition
CC1CCc2c(sc(NC(=O)C3CC4CCC3C4)c2C(=O)OC(C)C)C1 (stereo not given) | 10%
O=C(Cc1cccs1)NNC(=O)c1cccc(Cl)c1 | 6%
N#Cc1c(/N=C/c2ccc([N+](=O)[O-])cc2)sc2c1CCCC2 | 7%
CCc1sc(/C=C(/C#N)C(=O)OC)cc1[N+](=O)[O-] | 9%

The list continues.
Structure | RNase H inhibition
CC(=O)NC1=NN(C(C)=O)C(c2ccc(Br)cc2)S1 (stereo not given) | 13%
NC(=O)c1cc(N=Cc2ccc(Br)c([N+](=O)[O-])c2)cc(C(N)=O)c1 | 13%
Cc1ccc(CSCCNC(=O)c2ccc(N(C)S(=O)(=O)c3ccccc3)cc2)cc1 | 10%
COc1ccc(/C=N/NC(=O)Cn2nnnc2N)cc1 | 0%
Cc1cccc(OCCCCN2CCCCC2)c1C | 0%
CCc1cc2c3c(c(=O)oc2cc1OCc1cc(C(=O)O)oc1C)CCCC3 | 12%
COC(=O)c1ccc(NC(=O)c2ccc([N+](=O)[O-])cc2Cl)cc1 | 0%
Cc1ccc(/C(O)=C2\C(=O)C(=O)N(c3nncs3)C2c2cccc([N+](=O)[O-])c2)cc1 (stereo not given) | 0%
C/C(=N\Nc1nc(C)cc(C)n1)c1ccc(C)o1 | 1%
CCN(CC)CCNc1ccc(Nc2ccnc3cc4ccccc4cc23)cc1 | 14%
Cc1ccccc1NC(=O)c1c(NC(=O)C(C)(C)C)sc2c1CCC(C)C2 (stereo not given) | 19%
CC1CC(=O)C2=C(C1)OC(N)=C(C#N)C2c1ccc(F)cc1 (stereo not given) | 0%
Cn1c2c(c(=O)n(C)c1=O)C(c1ccc([N+](=O)[O-])o1)C1=C(N2)c2ccccc2C1=O (stereo not given) | 2%
C=CCc1cc(C=C2C(=O)NC(=O)NC2=O)cc(OC)c1OCC(=O)O | 2%
CC(=O)c1ccc(NC(=O)c2ccc(CN3CCc4ccccc4C3)cc2)cc1 | 41%
COc1cccc(CN2CCc3c([nH]c4ccccc34)C2)c1OC | 5%
O=C(COc1ccc2ccccc2c1)Nc1cccc(I)c1 | 10%
CC(C)OC(=O)c1ccc(NC(=O)c2cncc(Br)c2)cc1 | 14%
COc1ccc(CC(=O)Nc2cc(Cl)ccc2Cl)cc1OC | 2%
O=C(N/N=C/c1ccccn1)c1ccc([N+](=O)[O-])cc1Cl | 0%
O=C(CN(c1cccc([N+](=O)[O-])c1)S(=O)(=O)c1ccccc1)NCc1ccncc1 | 15%
CCOc1ccccc1C(=O)N/N=C/c1cn(-c2ccccc2)nc1-c1ccc(OC)cc1 | 12%
Cc1ccc(C(=O)N/C(=C\c2cccc(Oc3ccccc3)c2)C(=O)NCc2ccncc2)cc1 | 0%
CS(=O)(=O)N(CC(=O)Nc1ccc(F)cc1)c1ccccc1F | 0%
COc1ccccc1N1C(=O)NC(=O)C(=Cc2cc(OC)c(O)c([N+](=O)[O-])c2)C1=O | 0%
COc1ccc(NC(=O)c2c(NC(=O)c3cccs3)sc3c2CCCC3)cc1 | 20%
Cc1nc(-c2ccccc2)sc1C(=O)Nc1ccc2c3c(cccc13)CC2 | 3%
CC1(C)NC(=S)N(c2nc(-c3ccccc3)cs2)N1 | 9%
CCOc1ccc(N(CC(=O)Nc2cccc(Br)c2)S(=O)(=O)c2ccccc2)cc1 | 5%
Cc1ccc(NC(=O)c2ccc(-c3cccc(Cl)c3)o2)cc1 | 26%
CCCCSc1nc2ccccc2c(=O)n1C1CCCCC1 | 3%
CC(C)(Cc1ccc(O)cc1)NC(=O)CC(=O)N/N=C/c1ccc(Cl)cc1 | 2%
CC(=C1C(=O)c2ccccc2C1=O)N1CCN(c2ccc([N+](=O)[O-])cc2)CC1 | 14%
CC(C)CNC(=O)c1cc(-c2cccs2)nc2ccccc12 | 13%
O=C(O)C1=CNC=C(C(=O)O)C1c1ccc(O)cc1 | 18%
Cc1ccc(C(=O)CSc2n[nH]c(-c3ccncc3)n2)c(C)c1 | 16%
COc1ccc(C(=O)N/N=C(\c2ccccc2)c2ccncc2)cc1 | 0%
COc1ccccc1N1CCN(Cc2cccc3ccccc23)CC1 | 7%
C[n+]1cn(Cc2ccccc2)c2c(=O)[nH]c(Nc3ccccc3)nc21 | 13%
O=C(c1sc2cc(Cl)ccc2c1Cl)N1CCOCC1 | 1%

Fetched by compound from above:
Structure | RNase H inhibition
COc1ccc(C(NC(=O)Cc2ccccc2)c2c(OC(C)=O)ccc3ccccc23)cc1OC (stereo not given) | 6%
CCOc1ccc(C(=O)c2cc([N+](=O)[O-])ccc2Cl)cc1 | 46%
O=[N+]([O-])c1cccc(S(=O)(=O)NCC2CCCO2)c1 (stereo not given) | 0%
